# Screening data (PubChem BioAssay)
# D3 antag = blocks the human D3 dopamine receptor; P35462; D3R cells, DiscoveRx beta-arrestin luminescence, antagonist mode; active compounds read low; max response, negative = inhibition, %; actives 2.5% (n = 360,000); in the data active = max response below about -50%; inconclusive = no clear call, values can overlap the other calls; also: % is scaled to controls: 0 for no effect and ±100 for the full control effect; mostly tested at two doses, the higher about 12 µM
# Target sequence (P35462 whole entry, looked up): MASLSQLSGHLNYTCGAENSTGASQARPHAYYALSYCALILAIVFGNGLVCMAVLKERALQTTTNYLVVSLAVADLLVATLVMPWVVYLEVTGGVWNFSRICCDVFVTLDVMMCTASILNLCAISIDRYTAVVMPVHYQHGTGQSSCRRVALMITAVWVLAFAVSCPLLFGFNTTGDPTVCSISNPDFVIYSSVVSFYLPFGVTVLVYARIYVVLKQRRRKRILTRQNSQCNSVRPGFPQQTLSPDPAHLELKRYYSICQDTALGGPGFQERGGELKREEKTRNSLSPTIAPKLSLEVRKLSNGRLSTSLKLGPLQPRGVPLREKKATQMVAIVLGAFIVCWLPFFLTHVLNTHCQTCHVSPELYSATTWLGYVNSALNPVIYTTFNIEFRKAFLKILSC
#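 Cells expressing the human receptor were seeded at 1500 cells/well, incubated overnight at 37 degrees C in 5% CO2, then exposed to library compounds with dopamine controls for 90 minutes at 37 degrees C before luminescent detection.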
# KB-3-1 tox = KB-3-1 parental cell cytotoxicity; KB-3-1 viability, CellTiter-Glo ATP luminescence, 72 h; Potency, µM (series often up to 46.1 µM), inactives show top-dose activity change, negative = cytotoxic, most hits filed as cytotoxic; actives 1.4% (n = 400,000); AID 1347075; also: potency is read from the fitted curve at half-maximal effect; % is scaled to controls: 0 for no effect and ±100 for the full control effect; nearly all actives have a fitted effect of over 60% in size
#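 Cells are dispensed, compounds pinned in, plates held at 37 °C for 72 h, then CellTiter-Glo is added and luminescence read after 10 minutes. Cell line: parental KB-3-1 in phenol-red-free DMEM, 10% FBS.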
# HT1080 IDH1KD tx = kills HT-1080 cells with IDH1 knockdown. HT-1080 IDH1 knockdown viability, ATP luminescence, 48 h. Potency, µM (series often up to 46.1 µM), inactives show at the top dose activity, negative = toxicity, usual class: cytotoxic. actives 2% (n = 360,000). AID 686971;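 also: potency is read from the fitted curve at half-maximal effect; 0% = DMSO wells and -100% = cell-free medium wells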
#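 Luminescent ATP read-out (CellTiter-Glo, 10 min at room temperature) after 48 h compound exposure at 37 °C gave viability of IDH1-knockdown HT-1080 cells. Activity was normalised to DMSO and cell-free wells, then fitted as concentration-response curves.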
# SW480 rerep = inducers of DNA re-replication in SW480 colon cancer cells. SW480 DNA re-replication, Hoechst DNA content imaging, 48 h. Potency, µM (titrated, usually from 46.1 µM), for inactives: at the top dose re-replication activation, actives largely listed as activators. actives 1.8% (n = 340,000); also: potency is read from the fitted curve at half-maximal effect; % of control where 0% means no effect; nearly all actives have a fitted effect of over 55% in size
#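 Image-based read-out: total Hoechst fluorescence of nuclei (405 nm excitation, 500-530 nm emission), with hits raising the fraction of high-intensity nuclei. SW480 colon cells incubated 48 hr with compounds at 37 C.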
# KB-V1 MDR tox = kills drug-selected multidrug resistant KB-V1 cells | KB-V1 MDR cells viability, CellTiter-Glo, 72 h | Potency, µM (highest dose often 46.1 µM), for the others: at the highest dose activity change, negative = cytotoxicity, hits mostly cytotoxic | actives 3.4% (n = 400,000) | AID 1347076; also: potency is read from the fitted curve at half-maximal effect; % is scaled to controls: 0 for no effect and ±100 for the full control effect; nearly all actives have a fitted effect of over 60% in size
#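 Readout: CellTiter-Glo luminescence, 10 min after addition. Cells: KB-V1 MDR subline, 72 h at 37 degrees C with compound. Analysis: corrected, normalized data fitted to concentration-effect curves.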
# DRD3 agonist = D3 dopamine receptor (human) agonism; P35462; D3R DiscoveRx beta-arrestin cells, luminescence, 90 min; max activation, %; actives 0.58% (n = 410,000); AID 652048; in the data active = max activation above about 30%; also: 0% is about no effect; mostly tested at two doses, the higher about 12 µM
#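 Agonist-mode cell screen: cells plated at 1500/well and incubated overnight at 37 °C, then exposed to library compounds for 90 min at 37 °C. Detection reagent was added for 30–60 min at room temperature, and luminescence was read.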
# GLP1R ag = GLP-1 receptor (human) agonism; P43220; HEK293 GLP-1R CRE-luciferase, luminescence, 4-6 h; cells express a hypersensitive GLP-1R form; Potency, µM (doses to about 45.6 µM), for the others: at the top dose activation, hits mostly activators; actives 0.007% (n = 380,000); also: potency is read from the fitted curve at half-maximal effect; % of control where 0% means no effect
# Target sequence (P43220 whole entry, looked up): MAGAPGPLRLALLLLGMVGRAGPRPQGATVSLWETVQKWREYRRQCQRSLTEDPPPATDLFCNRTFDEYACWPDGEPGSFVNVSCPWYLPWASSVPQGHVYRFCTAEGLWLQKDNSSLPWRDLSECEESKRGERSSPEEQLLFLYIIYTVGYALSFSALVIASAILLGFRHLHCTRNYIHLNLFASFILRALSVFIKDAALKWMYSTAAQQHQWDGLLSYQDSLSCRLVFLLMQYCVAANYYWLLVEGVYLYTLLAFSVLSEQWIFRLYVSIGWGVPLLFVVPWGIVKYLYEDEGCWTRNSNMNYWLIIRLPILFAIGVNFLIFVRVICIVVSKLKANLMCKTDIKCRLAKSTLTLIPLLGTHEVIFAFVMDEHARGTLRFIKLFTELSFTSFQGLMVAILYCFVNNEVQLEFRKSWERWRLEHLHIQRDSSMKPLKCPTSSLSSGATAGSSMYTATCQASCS
# IL1B secr inh = inhibitors of inflammasome signaling (IL-1 beta secretion); THP-1 LPS/ATP IL-1B secretion, AlphaLISA, 16 h; active compounds read low; activity change, % at 57.5 µM; actives 4.7% (n = 360,000); in the data active = activity change below about -50%; inconclusive = mostly about -30% to -49%; also: % is scaled to controls: 0 for no effect and ±100 for the full control effect
#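 THP-1 cells pretreated 1 hr with compounds (up to 57.5 uM final), then stimulated with LPS (250 ng/mL final) plus ATP (1.25 mM final); secreted IL-1B measured by AlphaLISA after 16 hr, decreased signal indicating inhibition.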
# HT1080NT lethal = kills 2HG-producing HT-1080-NT fibrosarcoma cells; actives 1.6% (n = 360,000); Potency, µM (top dose mostly 46.1 µM), without a hit: at the top dose activity, negative = less viability, actives largely listed as cytotoxic; AID 686970; HT-1080-NT fibrosarcoma viability, CellTiter-Glo ATP luminescence, 48 h;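 also: NT is the 2HG producing partner of a matched IDH1 knockdown line; potency is read from the fitted curve at half-maximal effect; 0% = DMSO-treated cells and -100% = media-only wells without cells; nearly all actives have a fitted effect of over 55% in size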
#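 Toxicity toward the 2HG-producing NT line was scored as %Activity, normalised to DMSO and no-cell wells, from CellTiter-Glo luminescence after 48 hours' treatment.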
# Numbers without * were called inactive; ? = inconclusive; . = no result given; [ ] = another dose, or the depositor's remark. Unless noted, calls follow the shape of the dose curve; as a rule, active = well fitted curve in the direction sought with a large enough effect; inconclusive = small, poorly fitted or top-dose-only effect, or another doubt; inactive = no such curve, though single readings can be large; an effect the other way counts as inactive or inconclusive.
# A first look (four entries):
SMILES,D3 antag,KB-3-1 tox,HT1080 IDH1KD tx,SW480 rerep,KB-V1 MDR tox,DRD3 agonist,GLP1R ag,IL1B secr inh,HT1080NT lethal
CC(C)(C)C(=O)c1c(N)[nH]c(C(=O)c2ccccc2)c1-c1ccc(Br)cc1,9,1%,-9%,.,-21%,-5,2%,7,3%
CCCCCC(=O)N1C[C@@H](O)[C@H](n2cc(COC(=O)c3ccccc3)nn2)C[C@@H]1c1ccccc1,10,1%,-4%,.,0%,4,2%,2,-1%
CCOc1cc(C)c(Cl)cc1S(=O)(=O)NCc1ccc2c(c1)OCO2,?,?,?,?,13µM*,4,2%,-6,?
COc1cccc(CNC(=O)c2cc(S(=O)(=O)N3CCCCC3)cn2C)c1,.,-1%,.,.,-6%,-3,6%,.,.

# All compounds of this part, previewed entries included:
SMILES,D3 antag,KB-3-1 tox,HT1080 IDH1KD tx,SW480 rerep,KB-V1 MDR tox,DRD3 agonist,GLP1R ag,IL1B secr inh,HT1080NT lethal
CC(C)(C)C(=O)c1c(N)[nH]c(C(=O)c2ccccc2)c1-c1ccc(Br)cc1,9,1%,-9%,.,-21%,-5,2%,7,3%
CCCCCC(=O)N1C[C@@H](O)[C@H](n2cc(COC(=O)c3ccccc3)nn2)C[C@@H]1c1ccccc1,10,1%,-4%,.,0%,4,2%,2,-1%
CCOc1cc(C)c(Cl)cc1S(=O)(=O)NCc1ccc2c(c1)OCO2,?,?,?,?,13µM*,4,2%,-6,?
COc1cccc(CNC(=O)c2cc(S(=O)(=O)N3CCCCC3)cn2C)c1,.,-1%,.,.,-6%,-3,6%,.,.
O=C(C=Cc1ccc2c(c1)OCO2)OCC=Cc1ccc2c(c1)OCO2,11,?,9%,26%,10%,6,5%,-10,-6%
Cc1ccccc1NC(=O)CSc1ccncc1,-7,2%,-5%,?,0%,6,6%,-5,0%
CCOC(=O)C1CCN(C(=O)CN(c2ccc3c(c2)OCO3)S(C)(=O)=O)CC1,39,9%,13%,-5%,-1%,-3,1%,-7,11%
COc1ccc(-c2[nH]nc3c2C(c2ccccc2OC(=O)N2CCOCC2)C(C#N)=C(N)O3)cc1 (centres undefined),-18,-2%,-14%,1%,7%,-12,-1%,-30,-14%[9.24 µM]
COc1ccc(C(=O)Nc2cccc(-c3nnc(-c4ccco4)o3)c2)cc1,4,?,?,0%,13µM*,3,-13%,-29,?
COc1c(C)cc(C(=O)C2CCCN(C(=O)c3cccc(-n4cccn4)c3)C2)cc1C (centres undefined),7,3%,-20%,1%,-24%,6,8%,-6,-1%
COc1ccc(CCCc2n[nH]c(=S)o2)cc1,0,-3%,-2%,?,19%,-8,6%,9,-17%
C=CCNC(=O)C12CC3CC(C1)CC(C(=O)NCC=C)(C3)C2,-11,-1%,-10%,-10%,-8%,-1,-13%,21,-4%
CCc1ccccc1N(CC(=O)N1CCc2ccccc2C1)S(C)(=O)=O,6,-1%,10%,2%,6%,6,14%,-6,12%
CC(C)C[C@H]1CNC(=O)C(=O)N1CC1CCN(CCC(C)(C)C)CC1,-20,-6%,1%,-27%,-13%,-18,0%,141,3%
COc1ccc(S(=O)(=O)CCC(=O)N2CC(=O)N(CCc3ccccc3)C(=O)C2)cc1,0,4%,14%,-1%,?,0,-16%,45,16%
COCC(=O)n1cc(C(=O)OC)c2ccccc21,3,1%,11%,4%,8%,2,-1%,-8,7%
COCCNC(=O)C1(C)CCN(C(=O)c2sc(-c3ccccc3)nc2C)C1 (centres undefined),-9,-4%,25%,.,-1%,10,-4%,0,17%
Cc1ccc2nc(-c3ccccc3)cc(C(=O)N3CCc4ccccc4C3)c2c1,7,-17%,-7%,7%,-18%,1,-8%,2,-7%
Cc1ccccc1NC(=S)Nc1ccccn1,-2,-27%,-1%,-2%,11%,-3,14%,0,1%
COc1ccc(CCNC(=O)CSc2nc3[nH]ncc3c(=O)n2-c2ccccc2Br)cc1OC,0,11%,2%,1%,6%,0,11%,-15,1%
CCOc1ccc(NS(=O)(=O)c2ccc(C(=O)N3CCCC3)cc2)cc1,0,?,-11%,?,?,-3,3%,25,-9%
CCCCCC(=O)Nc1cccc(C2=NOC3(C2)C[C@H](C(N)=O)N(C(=O)CCCCC)C3)c1 (some centres undefined),11,-5%,1%,-32%[inhibitor],38%,7,0%,-25,5%
COc1cc2c(cc1NC(=O)COC(=O)[C@@H](NS(=O)(=O)c1cccc(Cl)c1)C(C)C)oc1ccccc12,4,0%,-19%,15%,23µM*,-2,8%,0,-7%
Cc1cc(C)n(CC(=O)Nc2ccc([N+](=O)[O-])cc2)n1,-3,5%,12%,-2%,9%,0,-3%,15,8%
CCCNC(=O)c1nc(C)n(-c2ccc([N+](=O)[O-])cc2)n1,8,6%,16%,-7%,16%,0,-6%,21,8%

# The results go on.
SMILES,D3 antag,KB-3-1 tox,HT1080 IDH1KD tx,SW480 rerep,KB-V1 MDR tox,DRD3 agonist,GLP1R ag,IL1B secr inh,HT1080NT lethal
COCCNC(=O)c1ccc(C2SCC(=O)N2Cc2ccco2)cc1 (centres undefined),-2,0%,-4%,-17%,7%,1,-2%,12,0%
Cn1c(=O)n(C)c2cc(S(=O)(=O)O)ccc21,10,1%,9%,2%,0%,6,23%,9,14%
CCCCCCSc1ccc([C@H]2N[C@@](C)(C(=O)OC)[C@H]3C(=O)N(C)C(=O)[C@@H]23)cc1,-1,?,-22%,?,-5%,6,5%,?,-18%
CCn1nnnc1NCc1ccc(Cl)cc1,-7,22%,1%,-18%,1%,0,-1%,3,0%
CCc1c(C(=O)Nc2cc(C)cc(C)c2)[nH]c(C)c1C(C)=O,-5,-14%,-14%,-7%,?,-6,-5%,-25,-3%
O=C(NCCSCc1ccccc1)c1cc(S(=O)(=O)N2CCOCC2)ccc1F,-4,8%,-3%,-8%,0%,0,3%,24,-1%
CCOC(=O)C1CCCN(C(=O)CN2C(=O)c3ccccc3S2(=O)=O)C1 (centres undefined),16,3%,2%,-16%,18%,2,-5%,20,9%
CC(C)(C)c1ccc(C(=O)NNC(=S)NCc2ccco2)cc1,10,-10%,-13%,0%,-1%,14,3%,15,-2%
Cc1ccc(S(=O)(=O)N(CC(=O)Nc2cccnc2)c2cccc(Br)c2)cc1,-22,?,?,?,?,-12,4%,-4,?
COCc1cc(C)n(CC(=O)Nc2c(C)cccc2C)c(=O)c1C#N,17,7%,1%,-7%,0%,-2,-4%,-15,4%
CCc1nc2ccc(C(=O)NCC3CCCCC3)cn2c1N(C)C(=O)c1cccc(OC)c1,-5,0%,7%,.,-12%,-10,-3%,0,17%
Cc1cc(C(=O)CCC(=O)NNC(=O)c2ccccc2O)c(C)s1,6,-3%,-1%,4%,-7%,3,-1%,5,-5%
Cc1ccc(C)c(N2CCN(C(=O)c3ccc4c(c3)N(Cc3ccc(F)cc3)C(=O)c3ccccc3S4=O)CC2)c1 (centres undefined),.,1%,.,.,-14%,3,-2%,.,.
COc1ccc(NC(=O)c2cc([N+](=O)[O-])nn2Cc2ccccc2)c(C)c1,-6,-22%,-10%,1%,?,-3,33%,-6,1%
Cc1cccc(/C(N)=N/OC(=O)CCc2ccccc2)c1,6,19%,18%,9%,13%,-4,-1%,-23,13%
CC1CCCCC12NC(=O)N(CC(=O)N1CCN(S(=O)(=O)c3ccc(Cl)s3)CC1)C2=O (centres undefined),9,6%,1%,.,8%,-2,7%,-9,2%
O=C(Cc1cn(Cc2cccc(Cl)c2)c2ccccc12)N1CCCCCC1,-29,?,-5%,-65%[inhibitor],4.6µM*,-11,1%,-65*,-10%
COC(=O)c1ccccc1NC(=S)NC(=O)c1cccc2ccccc12,10,9%,-6%,-3%,16%,2,0%,11,-3%
CCC(C(=O)NC1CCCC1)N(C(=O)Cn1nnc(-c2ccc(C)o2)n1)c1cnc2ccccc2c1 (centres undefined),15,15%,-30%,27%,-12%,0,0%,48,11%
C=CCn1c(SCc2c(C(=O)OC)sc(N)c2C(=O)OC)nnc1-c1ccc(Br)cc1,-8,-29%,-30%,-3%,-25%,5,2%,-10,-28%
N#Cc1nc(Cc2ccccc2)oc1NCc1ccccc1,4,4%,-4%,-2%,?,2,?,-8,1%
COc1cccc(N2C(=O)Nc3ccccc3C2(O)C(=O)NCc2ccc3c(c2)OCO3)c1 (centres undefined),-7,-4%,-2%,-2%,26%,-4,-2%,19,-1%
S=C(Nc1ccccc1)c1ccccn1,-5,?,-17%,?,-27%,1,3%,0,?
COc1ccc(-c2csc(NC(=O)c3ccccc3C(=O)O)n2)cc1,10,8%,0%,-1%,30%,0,3%,-7,5%
O=C(CCCn1c(SCc2cc(=O)n3cc(Cl)ccc3n2)nc2ccccc2c1=O)NCC1CCCO1 (centres undefined),25,13%,5%,-19%,?,3,14%,30,0%

# Next section
SMILES,D3 antag,KB-3-1 tox,HT1080 IDH1KD tx,SW480 rerep,KB-V1 MDR tox,DRD3 agonist,GLP1R ag,IL1B secr inh,HT1080NT lethal
Cc1nc2ncnn2c(C)c1Cc1ccc(Cl)cc1F,33,?,6%,-16%,0%,1,4%,33,-10%
O=C(CSCc1nc2ccccc2[nH]1)Nc1ccccc1,13,2%,-12%,0%,?,1,0%,0,0%
O=C(COC(=O)c1ccc(F)cc1)Nc1ccc(Cl)cn1,7,11%,16%,-5%,7%,10,0%,6,18%
Cc1cc(-c2nnc(CCC(=O)NCCc3ccccc3F)o2)no1,0,10%,-4%,7%,-10%,-9,0%,0,-3%
Cc1cccc(-c2nnc(SC(C)C(=O)N3CCOCC3)o2)c1 (centres undefined),17,-3%,7%,1%,2%,8,1%,9,10%
CCOC(=O)C1=NN(C(=O)COc2ccccc2)C(O)(c2ccc(Cl)cc2)C1 (centres undefined),-25,3%,8%,-9%,-7%,-2,6%,?,17%
O=C1CN(C(=O)/C=C/c2ccc(Cl)cc2)c2ccccc2N1,18,8%,-1%,5%,-4%,-5,26%,?,-5%
CCOC(=O)CC(=O)CSc1ccc2nnc(-c3cccc(F)c3)n2n1,-7,-9%,?,14%,-20%,-16,15%,?,0%[9.24 µM]
